# Bioassay records from PubChem BioAssay.
# NPY-Y2 PAM-ag: potentiates or activates human NPY-Y2 receptor; 220,000 compounds, 0.45% hits; AID 1359; P49146; activation, % at 3.6 µM; cells expressing NPY-Y2, potentiator/agonist read-out; in the data active = activation above about 27%;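 note: cells stimulated with NPY near EC25 plus isoproterenol at EC100; 0% = vehicle plus submaximal agonist and 100% = vehicle plus saturating agonist; some results beyond the cut were filed as inactive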
# Target sequence (P49146 whole entry, looked up): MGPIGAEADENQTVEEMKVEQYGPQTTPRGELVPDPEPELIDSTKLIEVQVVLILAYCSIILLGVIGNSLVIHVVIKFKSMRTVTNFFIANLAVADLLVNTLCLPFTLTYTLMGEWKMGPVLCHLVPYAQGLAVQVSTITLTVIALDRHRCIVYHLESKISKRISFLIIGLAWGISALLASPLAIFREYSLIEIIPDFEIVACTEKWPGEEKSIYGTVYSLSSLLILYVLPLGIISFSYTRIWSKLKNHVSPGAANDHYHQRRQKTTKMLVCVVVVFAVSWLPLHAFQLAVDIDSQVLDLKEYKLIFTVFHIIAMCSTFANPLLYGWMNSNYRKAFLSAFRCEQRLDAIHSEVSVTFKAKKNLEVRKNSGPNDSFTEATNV
# NPY Y1 blocker: antagonists of human neuropeptide Y receptor Y1. inhibition, % at 3.6 µM. P25929. AID 1040. HEK293-CNG Y1 cells, membrane potential fluorescence; NPY at EC95, then isoproterenol. 200,000 compounds, 1% hits;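 active = inhibition above the campaign mean inhibition of all tested compounds plus 3 SD, cut at about 20% in these data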;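 note: 0% = DMSO wells given NPY plus isoproterenol and 100% = isoproterenol alone without NPY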
#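 Material: HEK293 cells co-expressing NPY Y1 receptor and cyclic-nucleotide gated channel. Timing: compound incubation 1 h at room temperature, readout 45 min post-stimulation. Signal: fluorescence, membrane potential probe.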
# RBBP9 inh: blocks human serine hydrolase RBBP9; O75884; recombinant RBBP9, FP-Rh probe fluorescence polarization; inhibition, % at 7.94 µM; 220,000 compounds, 0.2% hits; AID 1515;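 active = inhibition above the campaign mean of all tested compounds plus 3 SD, cut at about 14% in these data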;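 note: plate controls were DMSO wells with RBBP9 for no effect and wells lacking RBBP9 protein for full effect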
#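 Test system: recombinant human RBBP9; Timing: 30 min then 45 min, 25 °C; Detection: fluorescence polarization; Control set: RBBP9 with DMSO as uninhibited control, no-protein wells as full inhibition; Compound dosing: one concentration, 7.94 µM nominal, 0.794% DMSO; Probe or stimulus: FP-Rh activity-based probe, 375 nM before mixing.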
# S1P4 antag: human S1P4 receptor antagonism; S1P4-expressing cells, antagonist mode, reporter read-out; 220,000 compounds, 0.26% hits; inhibition, % at 4.98 µM; in the data active = inhibition above about 29%;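 note: 0% = wells stimulated with agonist and 100% = vehicle wells without agonist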
# Runt-CBFb FRET: Runt domain-CBFb interaction inhibition; Cerulean-Runt/Venus-CBFb FRET ratio 530/480, 1 h; inhibition, % at 20 µM; 220,000 compounds, 0.46% hits; Q01196+Q13951;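 active = inhibition over about 50% at 20 µM in the single-dose screen, limit read from the data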;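 note: 0% = DMSO wells and 100% = excess unlabeled CBFb competitor control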
# Target sequence (Q01196 whole entry, looked up, the tested form may be a part): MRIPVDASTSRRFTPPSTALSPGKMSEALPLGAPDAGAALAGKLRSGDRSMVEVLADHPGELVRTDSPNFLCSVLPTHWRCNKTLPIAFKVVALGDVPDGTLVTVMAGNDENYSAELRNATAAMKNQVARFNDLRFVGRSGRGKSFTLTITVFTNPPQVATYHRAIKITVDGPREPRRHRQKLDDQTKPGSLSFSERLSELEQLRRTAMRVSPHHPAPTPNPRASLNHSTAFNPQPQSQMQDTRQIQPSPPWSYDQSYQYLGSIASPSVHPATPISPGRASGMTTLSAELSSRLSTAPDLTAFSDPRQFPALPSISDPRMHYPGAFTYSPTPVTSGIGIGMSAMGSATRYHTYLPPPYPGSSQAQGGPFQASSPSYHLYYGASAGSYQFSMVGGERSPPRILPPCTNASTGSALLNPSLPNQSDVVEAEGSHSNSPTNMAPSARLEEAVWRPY
# Target sequence (Q13951 whole entry, looked up, the tested form may be a part): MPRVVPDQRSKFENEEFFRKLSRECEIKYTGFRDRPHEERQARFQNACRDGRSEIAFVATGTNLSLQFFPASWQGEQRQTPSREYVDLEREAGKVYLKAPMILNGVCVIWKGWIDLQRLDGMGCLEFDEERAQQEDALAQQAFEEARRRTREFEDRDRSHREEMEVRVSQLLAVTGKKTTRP
#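 Measured by: fluorescence energy transfer, 422 nm excitation, 530/480 nm emission; test system: Cerulean-tagged RUNX1 Runt domain (FRET donor) fusion protein; buffer or medium: Tris pH 7.5 buffer with BSA; compound: one dose, 20 µM compound, 1% DMSO; times: two 1 h room-temperature incubations shielded from light; benchmarks: unlabeled CBFb 5 µM, positive control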
# BaF3 parental: parental Ba/F3 viability inhibition as JAK2V617F counter-screen; inhibition, % at 5.6 µM; AID 1486; 220,000 compounds, 1.1% hits; CellTiter-Glo ATP luminescence;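 active = inhibition above a per-campaign cutoff, the mean inhibition of all tested compounds plus 3 SD, cut at about 27% in these data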;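 note: 0% = DMSO wells and 100% = JAK Inhibitor I control wells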
# NPY-Y1 PAM-ag: potentiates or activates human NPY-Y1 receptor. P25929. NPY-Y1 expressing cells, potentiator/agonist activation. activation, % at 3.6 µM. 220,000 compounds, 0.37% hits. AID 1304; in the data active = activation above about 33%, passing the limit was not always enough;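 note: cells stimulated with NPY at EC10 then isoproterenol at EC100; 0% = low agonist plus stimulus and 100% = saturating agonist plus stimulus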
# Ba/F3 V617F tox: reduce viability of Ba/F3 cells dependent on JAK2V617F; Ba/F3 EpoR-JAK2V617F viability, ATP luminescence; inhibition, % at 5.6 µM; 220,000 compounds, 1.1% hits; AID 1446;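 active = inhibition above the campaign mean plus 3 SD over all tested compounds, cut at about 24% in these data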;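 note: cytokine-independent growth of Ba/F3 cells driven by EpoR plus mutant JAK2; 0% = DMSO-treated cells and 100% = JAK inhibitor I control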
# S1P4 ag: activates the human S1P4 receptor; AID 1509; 220,000 compounds, 0.35% hits; activation, % at 4.98 µM; O95977; S1P4-expressing cell line, agonist reporter assay; in the data active = activation above about 11%;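 note: 0% = DMSO vehicle and 100% = reference agonist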
# * = called active by the depositor; x = no result given.
SMILES,NPY-Y2 PAM-ag,NPY Y1 blocker,RBBP9 inh,S1P4 antag,Runt-CBFb FRET,BaF3 parental,NPY-Y1 PAM-ag,Ba/F3 V617F tox,S1P4 ag
Cc1ccccc1NC(=O)COC(=O)Cc1ccsc1,2.1,-4.6,-2.6,-12.2,-1.6,7.2,5.2,-1.7,0.8
CCN(CC)S(=O)(=O)c1ccc2[nH]cc(C(=O)NCCC3=CCCCC3)c(=O)c2c1,33.9*,-10.6,-4.1,-5.9,-4.2,8.9,35.5,0.5,0.5
O=C(OCc1ccc(Cl)cc1)c1ccccc1C(=O)c1ccccc1,1.3,0.3,2.3,0.7,3.7,1.6,-17.8,-3.7,0.2
CCS(=O)(=O)N1Cc2ccccc2CC1C(=O)Nc1cccc(C)c1 (configuration not stated),-3.7,1.0,-8.9,-14.2,-2.0,37.6*,-14.7,2.7,0.9
C/C(=N\NC(N)=S)c1ccccc1,-28.0,x,-0.5,-3.5,4.9,-0.6,-0.1,2.2,0.3
Cc1cccc(C(=O)Nc2c(C#N)c(C)c(C)n2Cc2ccccc2)c1,-9.4,5.4,-6.7,-12.9,0.8,4.1,-11.7,-3.1,0.4
O=C(COc1cccnc1[N+](=O)[O-])Nc1ccc(S(=O)(=O)N2CCOCC2)cc1,2.4,2.0,-10.8,-12.8,0.6,4.9,8.2,3.3,0.7
CN=C1SC(CC(=O)Nc2cc(Cl)ccc2Cl)C(=O)N1C (configuration not stated),2.8,7.0,0.8,-0.3,1.2,2.7,8.4,-1.9,-2.8
Clc1ncnc2scc(-c3ccccc3)c12,-14.5,1.0,-6.3,-3.4,-2.8,2.5,-3.9,-0.7,-1.3
Cc1ccc(S(=O)(=O)N(Cc2cc3cc4c(cc3[nH]c2=O)OCCO4)CC2CCCO2)cc1 (configuration not stated),10.0,4.5,1.0,-8.9,-3.3,-1.7,7.7,-2.9,0.5
COc1ccc(C2C(C(=O)Nc3ccccc3OC)=C(C)Nc3nnnn32)c(OC)c1 (configuration not stated),17.2,2.1,2.9,-18.8,2.8,1.6,9.6,-1.4,1.1
CCc1cccc(C)c1NC(=O)C1CN(S(=O)(=O)c2ccccc2)CCN1S(=O)(=O)c1ccccc1 (configuration not stated),12.1,3.6,2.7,-1.1,0.5,3.5,15.6,-0.4,-0.5
COc1cccc(C2c3c(-c4cc(Cl)c(C)cc4O)n[nH]c3C(=O)N2Cc2cccnc2)c1 (configuration not stated),11.0,3.5,-10.7,13.1,-8.7,1.0,9.5,-4.2,0.4
Cc1ccccc1CSCCC(=O)NCCc1ccccc1,0.2,-2.8,-4.9,12.6,-2.7,2.1,-15.4,-3.6,1.6
COc1cc2c(cc1NC(=O)c1cccc(Br)c1)CCCC2,-33.5,16.8,-8.9,16.4,-3.1,-1.5,-59.4,-0.6,-0.2
COC(=O)CSc1nc(N)c(C#N)c(CC(C)C)c1C#N,6.1,-5.6,2.7,13.3,-0.1,-0.5,-17.5,-2.4,-1.6
Cc1c(C(=O)O)cccc1-n1c(C)cc(/C=C(/C#N)C(=O)NCc2ccccc2)c1C,0.8,4.8,3.0,-3.9,-7.7,5.7,14.9,-1.1,-0.4
O=C(Nc1ccc(Br)cc1)C1OCCc2ccccc21 (configuration not stated),-1.8,x,1.1,7.4,-0.8,-4.6,23.9,-1.8,-0.6
CCCNC(=O)c1c[nH]c2ccc(S(=O)(=O)N(C)c3ccc(OCC)cc3)cc2c1=O,14.0,7.4,-1.2,-1.8,-5.2,0.0,15.2,0.7,1.5
CN(/N=C/c1ccccc1Cl)c1ncc(Cl)cc1C(F)(F)F,12.6,x,0.3,0.8,-0.4,2.8,-16.8,-4.2,5.1
Cc1cc(NCCCCO)n2c(nc3ccccc32)c1C#N,-1.6,2.3,-6.0,-3.2,12.5,2.5,-23.0,-2.5,-2.1
Cc1oc(-c2ccc(F)cc2)nc1CN(Cc1ccccn1)CC1CCCO1 (configuration not stated),-4.0,5.5,-10.1,-14.3,-0.6,4.0,5.4,0.1,1.6
O=C(C1CCCN(S(=O)(=O)c2ccccc2[N+](=O)[O-])C1)N1CCN(c2ccccc2)CC1 (configuration not stated),6.7,-2.4,-4.3,2.8,2.9,0.3,-13.4,-1.6,-1.0
CCOc1ccc2c(c1)-c1c(ssc1=S)C(C)(C)N2,44.5*,-14.0,-3.9,-0.8,-3.5,6.4,44.4*,0.3,1.5
Cc1ccccc1NC(=S)N(CCCN1CCC(C)CC1)Cc1ccco1,-3.5,8.2,-11.5,1.3,-0.4,4.6,-22.0,-0.1,-0.1

# The listing continues:
SMILES,NPY-Y2 PAM-ag,NPY Y1 blocker,RBBP9 inh,S1P4 antag,Runt-CBFb FRET,BaF3 parental,NPY-Y1 PAM-ag,Ba/F3 V617F tox,S1P4 ag
C#Cc1ccc([C@@H]2C=C(C(=O)Nc3ccccc3)O[C@H](OCC)[C@H]2CCCO)cc1,3.2,1.4,-6.3,-13.7,-0.4,2.5,9.8,-2.2,0.9
CCOCC(=O)Nc1cc([N+](=O)[O-])ccc1C,-10.0,6.3,-4.4,-7.6,1.1,4.0,6.7,-6.8,2.5
COc1ccccc1NC(=O)c1ccc(-c2nn(C)c(=O)c3ccccc23)cc1,-7.5,4.7,-6.2,-9.9,-2.6,5.3,-0.7,-1.4,2.7
O=C(OCc1nnc(-c2ccccc2)o1)c1ccc2c(c1)OCCO2,-39.9,10.6,-6.5,-19.6,2.6,6.2,-27.7,-0.4,2.7
Cc1cccc(-c2nc(CS(=O)CC(=O)NC3CCCC3)c(C)o2)c1 (configuration not stated),-1.6,1.6,-9.8,-4.1,2.7,8.5,0.6,-1.7,-1.1
O=C(COC(=O)c1ccc(NS(=O)(=O)c2cccs2)cc1O)Nc1ccc(F)cc1,11.2,x,-2.2,3.1,1.5,-2.2,29.9,-0.5,0.5
CN(C)/C=C(/C(=O)c1ccc(Cl)cc1)S(=O)(=O)c1ccccc1,-20.1,3.0,-10.3,6.1,-1.7,2.2,-30.3,3.9,-1.9
COc1ccc(/C(O)=C2/C(=O)C(=O)N(CCN3CCOCC3)C2c2ccccn2)cc1 (configuration not stated),-18.9,-2.1,-6.3,-11.1,6.4,5.4,-7.2,5.4,0.4
COc1ccc2[nH]c3c(=O)n(Cc4ccco4)cnc3c2c1,-1.5,1.7,-4.2,-11.0,34.5,4.9,-22.3,2.2,1.4
CCN1CCN(CCC(=O)Nc2ccc(Br)cc2)CC1,5.4,2.4,-2.3,-15.0,0.0,2.8,-1.2,3.2,0.8
COCCN1Cc2cccc(C(=O)Nc3ccc(-c4nc5ccccc5[nH]4)cc3)c2C1=O,-10.4,-1.9,-2.6,-21.3,-2.6,6.0,2.9,-0.6,-0.1
CCOC(=O)C1=C(C)NC(=S)N(C(C)=O)C1c1ccccc1 (configuration not stated),-7.6,-2.7,-4.6,-26.1,0.5,6.2,-7.0,-0.4,1.7
COc1ccc(N2CCN(c3oc(-c4ccco4)nc3C#N)CC2)cc1,-16.4,21.8*,-2.5,-0.3,-0.3,-1.7,-48.9,-0.9,1.4
COc1cccc(OC)c1C(=O)NN1CCCCC1,2.2,6.7,-1.3,-12.4,1.6,-0.4,14.6,-2.6,0.0
COC(=O)CC1C(=O)NCCN1C(=O)CSc1nc2ccc([N+](=O)[O-])cc2s1 (configuration not stated),-1.5,-7.5,-3.4,-10.9,1.9,6.5,5.5,3.8,0.4
CCN(C(=O)CN1CCCCC1)C1(C)C(=O)c2ccccc2C1=O,7.0,-1.4,0.6,-24.6,-1.1,-2.1,-11.4,-2.3,0.7
Cc1ccn2c(C(=O)CSc3ccccc3Cl)c(C)nc2c1,-9.9,10.9,-6.4,-4.4,-0.2,0.3,-1.8,-3.9,1.2
COC(=O)[C@H](CC(C)C)NC(=O)Nc1cccc(Br)c1,12.9,-1.4,-6.2,2.2,3.6,3.6,6.1,-3.0,4.4
COc1cccc(N2CCN(C3CC(=O)N(c4ccc(Cl)cc4)C3=O)CC2)c1 (configuration not stated),-4.2,8.0,4.2,-3.8,1.3,2.6,-32.0,-1.2,0.6
FC(F)(F)c1cccc(Oc2ccc3c(C(F)(F)F)cc(C(F)(F)F)nc3n2)c1,0.9,-1.7,2.3,-5.6,-2.3,1.3,-8.6,-2.5,1.0
CCN(CC)C(=O)C1CCCN(C(=S)Nc2cccc3ccccc23)C1 (configuration not stated),1.1,9.5,-5.7,-11.2,5.7,9.8,-9.5,4.3,0.2
C/C(=N\OCc1ccc(C#N)cc1)c1ccccc1,-5.6,9.6,-4.6,4.9,0.1,6.6,-1.6,4.7,0.3
COc1ccc(N2C(=O)CCC(C(=O)N3CCCCC3)C2c2ccc(OC)c(OC)c2)cc1 (configuration not stated),4.2,3.5,-2.8,-6.2,2.0,1.4,31.0,-1.4,0.5
O=C(N=Nc1c(O)[nH]c2ccc([N+](=O)[O-])cc12)c1ccccc1[N+](=O)[O-],15.7,x,-10.1,-1.2,-1.3,-2.7,2.3,1.9,-0.7
CC(=O)NNC(=O)C(O)(c1ccccc1)c1ccccc1,1.7,2.4,-9.6,12.9,0.5,3.5,-6.3,2.6,-2.8

# Some of these compounds in order of number of heavy atoms, falling:
SMILES,NPY-Y2 PAM-ag,NPY Y1 blocker,RBBP9 inh,S1P4 antag,Runt-CBFb FRET,BaF3 parental,NPY-Y1 PAM-ag,Ba/F3 V617F tox,S1P4 ag
Cc1cccc(-c2nc(CS(=O)CC(=O)NC3CCCC3)c(C)o2)c1 (configuration not stated),-1.6,1.6,-9.8,-4.1,2.7,8.5,0.6,-1.7,-1.1
CCOC(=O)C1=C(C)NC(=S)N(C(C)=O)C1c1ccccc1 (configuration not stated),-7.6,-2.7,-4.6,-26.1,0.5,6.2,-7.0,-0.4,1.7
COC(=O)[C@H](CC(C)C)NC(=O)Nc1cccc(Br)c1,12.9,-1.4,-6.2,2.2,3.6,3.6,6.1,-3.0,4.4

# Continuation:
SMILES,NPY-Y2 PAM-ag,NPY Y1 blocker,RBBP9 inh,S1P4 antag,Runt-CBFb FRET,BaF3 parental,NPY-Y1 PAM-ag,Ba/F3 V617F tox,S1P4 ag
CC12CC(c3ccccc3O1)C(C(=O)N1CCOCC1)C(=O)N2 (configuration not stated),4.7,0.9,-3.3,12.2,-2.7,-0.9,12.3,0.1,-2.1
CCCOc1ccc([N+](=O)[O-])c(N)c1,-4.6,-2.9,-3.2,-4.6,-2.6,6.5,6.4,-0.8,0.7
Cc1nc2[nH]c(=O)c3c(n2n1)NC1=C(C(=O)CC(C)(C)C1)C3c1ccc(F)cc1 (configuration not stated),1.1,-1.3,-11.5,-14.8,80.5*,2.4,4.3,1.2,2.6
O=C(NCCCl)c1ccc(OCc2ccccc2)cc1Cl,-24.0,20.1,3.8,-12.1,-0.3,0.5,-27.5,-2.3,-0.1
CCOC(=O)c1c(C)n(C)c2ccc(OCC(O)CN3C(=O)c4ccccc4S3(=O)=O)cc12 (configuration not stated),3.5,-1.0,3.9,-15.5,-2.4,3.6,-21.5,0.1,3.2
CCOC(=O)C1(Cc2ccc(Cl)cc2)CCN(C(=O)c2sc(C)nc2C)CC1,4.1,1.2,-0.9,-9.8,-4.0,6.4,6.6,-2.2,1.0
